Screening data as filed in PubChem BioAssay.
RMI FANCM FP: disruptors of RMI1/RMI2 association with MM2 peptide – biochemical, fluorescence polarization, human, primary screen. RMI core complex (RMI1/RMI2) binding to FANCM MM2 peptide, human. RMI core complex with F-MM2 peptide; stronger effect = lower value. FP signal (polarization) at 33 µM. 70,000 tested, 0.58% active. AID 1159607, 2016; in the data active means FP signal below about 40; further: inactives centre near 61; strong numbers were not always called active; unit not given here
An asterisk follows results filed as active; & = joins results of further samples.

SMILES	RMI FANCM FP
CCc1cc(-c2nc(N)nc(C(F)(F)F)c2-c2ccc(Br)cc2)c(O)cc1OC	51
COc1ccc2nc(N(Cc3ccccn3)C(=O)c3ccccc3Br)sc2c1	53
COc1ccc(Nc2nc(Nc3ccc(C)c(C)c3)nc(N3CCOCC3)n2)cc1	60
Cc1onc(-c2ccccc2Cl)c1C(=O)NCCS(=O)(=O)N1CCc2ccccc2C1	54
O=C(CSc1ncc(-c2cccc(Cl)c2)o1)Nc1ccc(F)cc1F	84
CC(=O)NCCn1ncc2c(N3CCOCC3)ncnc21	63
CCc1ccc(S(=O)(=O)NCCN2CCN(c3ccc(F)cc3)CC2)s1	63
N=C(N)SCCO	62
O=C(O)C1=Cc2ccccc2OC=C1	64
COc1ccc(S(=O)(=O)N2CCN(CCNC(=O)COc3ccccc3C)CC2)cc1	55
CN(C1CCCC1)S(=O)(=O)c1ccc(C(=O)Nc2ccccc2C#N)cc1	56
O=C(CCn1cnc2c(cnn2-c2ccc(F)cc2)c1=O)NCCc1c[nH]c2ccccc12	74
CCOC(=O)N1CCN(C(=O)CSc2nc(-c3cccc(C)c3)ns2)CC1	61
COC(=O)c1ccccc1N=CNO	54
COc1cc(C(C)=O)ccc1OCC(O)Cn1ccnc1 (stereo unspecified)	63
Cc1ccc2nc(-c3ccc(NC(=O)CC4CSc5nc(C)cc(=O)n54)cc3)sc2c1 (stereo unspecified)	55
CSc1nc2ccc(NC(=O)c3ccn(C)n3)cc2s1	63
CCOc1ccccc1C(=O)Nc1c(C(=O)Nc2ccccc2F)oc2cccnc12	57
CCOc1ccccc1NC(=O)Cn1nc(NC)c(-c2nc(-c3ccccc3)no2)c1N	75
O=C(Nc1cc(C(=O)Nc2ccc(S(=O)(=O)O)cc2S(=O)(=O)O)cc(C(=O)Nc2ccc(S(=O)(=O)O)cc2S(=O)(=O)O)c1)Nc1cc(C(=O)Nc2ccc(S(=O)(=O)O)cc2S(=O)(=O)O)cc(C(=O)Nc2ccc(S(=O)(=O)O)cc2S(=O)(=O)O)c1	52
CC(NS(=O)(=O)c1cccc(C(F)(F)F)c1)C(C)(C)C (stereo unspecified)	58
Cc1nc(-c2ccccc2)sc1C(=O)Nc1ccc(-c2cn3c(n2)SCC3)cc1	66
Cc1cc(C)nc(SCc2cc(=O)c(OC(=O)c3ccc4c(c3)OCO4)co2)n1	57
O=C(Cc1csc(Nc2cccc(Cl)c2)n1)NCC1CCCO1 (stereo unspecified)	64
Cc1cc(-c2nnc(NC(=O)CCCS(=O)(=O)c3ccc(Cl)cc3)o2)nn1C	66
O=C(Nc1cccc(-c2nc3ccccc3o2)c1)c1ccno1	55
FC(F)(F)c1ccnc(NCc2ccco2)n1	62
CC(=O)Nc1ccc(S(=O)(=O)NCc2ccsc2)c(C)c1	68
CN1CCN(C(CNC(=O)c2ccc(Cl)c(Cl)c2)c2ccsc2)CC1 (stereo unspecified)	68
O=C1NC(=O)c2cc(S(=O)(=O)N(CCO)CCO)cc3cccc1c23	56
CCOC(=O)c1ccc(N/C=C(\C#N)C(=O)Nc2cccc(Cl)c2)cc1	98
Cc1cc(-c2nnc(NC(=O)c3cccc(C(F)(F)F)c3)o2)nn1C	69
Cc1cc(C(=O)O/N=C(/N)c2ccc([N+](=O)[O-])o2)nn1-c1c(Cl)cc(Cl)cc1Cl	50
Cc1[nH]c2ccccc2c1SCC(=O)NNC(=O)Nc1ccc(OC(F)(F)F)cc1	55
CCCCOc1ccccc1-c1cc2c(SCC(=O)Nc3cccc(Cl)c3C)nccn2n1	96
COc1cc(C=NCc2ccccc2)ccc1OC(=O)c1cc(OC)c(OC)c(OC)c1	53
CCCn1c(O)c(N=NC(=O)c2cccc([N+](=O)[O-])c2)c2ccccc21	55
O=C(C1CC1)N1CCN(c2ccc(-c3ccc(Cl)cc3)nn2)CC1	62
O=C(O)Cc1csc(SCC(=O)c2ccc(F)cc2)n1	67
O=C(CSc1ncccn1)c1ccc2c(c1)OCO2	61
CCOC(=O)c1c(Nc2ccc(Br)cc2C)n[nH]c1C	54
O=C(c1cccs1)N1CCCN(c2ncnc3scc(-c4ccccc4)c23)CC1	57
Cc1cccc(-c2nnc(SCC(=O)Nc3ccccc3C(F)(F)F)n2N)c1	51
CCOc1ccc(NC(=O)CC2Sc3ccc(C(F)(F)F)cc3NC2=O)c([N+](=O)[O-])c1 (stereo unspecified)	59
CCCCOc1ccc(C(=O)Nc2ccc3c(c2)C(=O)NCCO3)cc1	62
COc1ccc(C2=NN(S(C)(=O)=O)C(c3ccc4nccnc4c3)C2)cc1OC (stereo unspecified)	62
COc1cc(C(=O)Nc2cccc(N3CCCS3(=O)=O)c2)c([N+](=O)[O-])cc1OC	64
O=C(Nc1ccc(SCC(=O)N2CCc3ccccc32)nn1)C1CC1	67
COCCN(CCOC)S(=O)(=O)c1ccc(C(=O)Nc2nc3c(OC)ccc(OC)c3s2)cc1	68
CN(C)c1ccc(CCCNC(=O)C(=O)NC2CCCCC2)cc1	68
O=C(CC1CSc2nc3c(c(=O)n21)CCCC3)NC1CC1 (stereo unspecified)	61
CCOc1ccc(S(=O)(=O)Nc2ccc3c(c2)CCC(=O)N3CCC(C)C)cc1F	66
O=C(NCC(c1ccsc1)N1CCCCCC1)Nc1ccccc1 (stereo unspecified)	70
CCN(CC)c1ncc(C#N)c(N)n1	54
CC(C)(CCl)C(=O)Nc1cc([N+](=O)[O-])ccc1O	73
CC(=O)N1c2ccc(S(=O)(=O)NCCOc3ccc(F)cc3)cc2CC1C (stereo unspecified)	62
COc1cc([N+](=O)[O-])cc2sc(NC(=O)CN3C(=O)CCC3=O)nc12	86
COc1ccc(-n2nnnc2CNC(=O)c2cccc(C(F)(F)F)c2)cc1	55
CCOCC(=O)Nc1ccc(-c2cn3nc(OC)ccc3n2)cc1	73
CN1C(C(=O)Nc2ccccn2)=C(O)c2sccc2S1(=O)=O	54&62

A portion from further up:
SMILES	RMI FANCM FP
O=C(c1cccs1)N1CCCN(c2ncnc3scc(-c4ccccc4)c23)CC1	57
Cc1cccc(-c2nnc(SCC(=O)Nc3ccccc3C(F)(F)F)n2N)c1	51
CCOc1ccc(NC(=O)CC2Sc3ccc(C(F)(F)F)cc3NC2=O)c([N+](=O)[O-])c1 (stereo unspecified)	59
CCCCOc1ccc(C(=O)Nc2ccc3c(c2)C(=O)NCCO3)cc1	62
COc1ccc(C2=NN(S(C)(=O)=O)C(c3ccc4nccnc4c3)C2)cc1OC (stereo unspecified)	62
COc1cc(C(=O)Nc2cccc(N3CCCS3(=O)=O)c2)c([N+](=O)[O-])cc1OC	64
O=C(Nc1ccc(SCC(=O)N2CCc3ccccc32)nn1)C1CC1	67
COCCN(CCOC)S(=O)(=O)c1ccc(C(=O)Nc2nc3c(OC)ccc(OC)c3s2)cc1	68
CN(C)c1ccc(CCCNC(=O)C(=O)NC2CCCCC2)cc1	68
O=C(CC1CSc2nc3c(c(=O)n21)CCCC3)NC1CC1 (stereo unspecified)	61
CCOc1ccc(S(=O)(=O)Nc2ccc3c(c2)CCC(=O)N3CCC(C)C)cc1F	66
O=C(NCC(c1ccsc1)N1CCCCCC1)Nc1ccccc1 (stereo unspecified)	70
CCN(CC)c1ncc(C#N)c(N)n1	54
CC(C)(CCl)C(=O)Nc1cc([N+](=O)[O-])ccc1O	73
CC(=O)N1c2ccc(S(=O)(=O)NCCOc3ccc(F)cc3)cc2CC1C (stereo unspecified)	62
COc1cc([N+](=O)[O-])cc2sc(NC(=O)CN3C(=O)CCC3=O)nc12	86

The list continues.
SMILES	RMI FANCM FP
Cc1nc2sc(C)c(C)n2c(=O)c1NC(=O)c1cccc(C(F)(F)F)c1	65
Cc1ccc(-c2nnc(N3CCC(C(N)=O)CC3)c3ccccc23)cc1	71
FC(F)(F)c1cccc(NC(=S)N2CCc3ccccc3C2)c1	63
Cn1c(=O)[nH]c(=O)c2c1nc(CN1CCN(c3ccc(F)cc3)CC1)n2CCCc1ccccc1	58
Cc1cc(C)n(S(=O)(=O)c2cc(Br)ccc2Br)n1	61
Clc1ccc2nsnc2c1NC1=NCCN1	66
N[C@@H](CS(=O)O)C(=O)O	59
CC1(C)Cc2cccc(OCC(=O)NCCc3ccc(Cl)cc3)c2O1	53
Cc1ccc(C(=O)Nc2cc(C(=O)N3CCOCC3)cn(C)c2=O)cc1C	63
COc1ccc(-c2nnc(SCC(=O)Nc3ccc(OC(F)F)cc3)n2N)cc1	54
O=S(=O)(Oc1cccc(C(F)(F)F)c1)c1cc(S(=O)(=O)c2ccccc2)cs1	56
COC(=O)c1nc(N)sc1C(=O)c1cccs1	74
O=C(N=C1SCC(=O)N1c1ccccc1Cl)c1ccc(Br)cc1	91
COc1ccc2sc(Nc3nnc(-c4ccc5c(c4)OCCO5)o3)nc2c1	130
CCOc1ccc(-c2cc(C(=O)N3CCN(c4ccc(OC)cc4)CC3)no2)cc1	64
O=C(c1ccco1)C(C(c1cccc(Cl)c1)N1CCOCC1)N1CCOCC1 (stereo unspecified)	59
COc1ccc(OC(=O)NCCc2ccccc2)cc1	55
COc1ccc(Cl)cc1C(=O)NNC(=O)c1ccc(=O)n(Cc2ccc(Cl)cc2)c1	59
CS(=O)(=O)N1N=C(c2ccccc2O)CC1c1cn(-c2ccccc2)nc1-c1ccccc1 (stereo unspecified)	158
CCCOc1cc(S(=O)(=O)NCc2cccnc2)ccc1Cl	66
CCOC(=O)C1CCN(C(=O)c2csc(Nc3ccc(S(C)(=O)=O)cc3)n2)CC1	61
COc1cccc(-n2ccnc2SCC(=O)N2CCCc3ccccc32)c1	64
O=C(Nc1ccccc1)ON=C1CC2CCCC(C1)N2Cc1cccs1	42
CC(C)(C)C(=O)OCc1nc(-c2ccc(OC(F)F)cc2)cs1	60
O=C(NC(=S)Nc1nc(-c2cc(Cl)sc2Cl)cs1)c1ccc(C(=O)c2ccccc2)cc1	60
CC(C)(C)n1ncc2c(=O)n(CCC(=O)Nc3cccnc3)cnc21	60
Clc1cccc2sc(NCc3ccccc3)nc12	64
NC(=O)c1ccccc1NC(=O)c1csc2nc(-c3ccc(F)cc3)cn12	129
CS(=O)(=O)c1ccc(-c2nnc(NC(=O)c3cc4cc([N+](=O)[O-])ccc4s3)o2)cc1	53
COCCN1CCC(CNS(=O)(=O)Cc2cccc(Cl)c2)CC1	73
COc1ccc(Cl)cc1NC(=O)N1CCCCC1	65
OC1(c2ccccc2)CCN(Cc2ccccc2)CC1	73
Cc1cc(=O)[nH]c(-n2nc(C)c(CCC(=O)Nc3ccccc3-c3ccccc3)c2C)n1	61
O=C(c1cccs1)N1CCCc2ccc(NS(=O)(=O)c3ccc4ccccc4c3)cc21	62
Cc1cccc(Cl)c1N1C(=O)C(CC(=O)O)SC1=NC1CCCC1 (stereo unspecified)	56
CS(=O)c1ccccc1[N+](=O)[O-] (stereo unspecified)	55
O=C(N/C(=C\c1cn(-c2ccccc2)nc1-c1cccs1)C(=O)N1CCCC1)c1ccccc1	68
O=C(NNC(=O)c1cccs1)c1csc(-c2ccc(Cl)c(Cl)c2)n1	62
CC(C)/C(O)=C1/C(=O)O[C@@H](c2ccoc2)[C@]2(C)C(O)[C@@H](O)[C@@]34OC5(C)OC67CC(C)(C(O)[C@]6(O)[C@@H](O)[C@]3(O5)C12)[C@H](CC(=O)O)[C@]74C (stereo partly specified)	58
Cc1cc(C)n2nc(-c3ccccc3)c(C)c2n1	63
O=C(NCC1COc2ccccc2O1)c1cc(Cl)sc1Cl (stereo unspecified)	52
COc1ccc(CCNC(=O)NCC(c2ccsc2)N2CCOCC2)cc1 (stereo unspecified)	66
Cc1cc(NC(=O)c2ccc(Cl)s2)n(C(C)C)n1	69
NC[C@H]1O[C@H](OC2[C@@H](N)C[C@@H](N)[C@H](O)[C@H]2O[C@@H]2O[C@H](CO)[C@@H](O)[C@H]2O)[C@H](N)[C@@H](O)[C@@H]1O (stereo partly specified)	49
CN(C)S(=O)(=O)N1CCN(CC(O)COc2ccc3cc(Br)ccc3c2)CC1 (stereo unspecified)	69
COc1cc(C(=O)Nc2ccc(/C(C#N)=C/c3ccc4c(c3)OCO4)cc2)cc(OC)c1OC	123
COc1cccc2cc(C(=O)N3CCN(c4cccc(C(F)(F)F)c4)CC3)c(=O)oc12	62
CCOc1ccc(/C=N\NC(=O)c2[nH]nc(-c3ccccc3)c2C)cc1	60
COC(=O)c1ccc(NC(=O)Cn2c(C)nc3c(sc4cccc(F)c43)c2=O)cc1	64
Cc1c(C(=O)O)oc2c1C(O)CC(C)(C)C2 (stereo unspecified)	59
CCOC(=O)c1c(NC(=O)CCSc2nc3c(c(-c4ccccc4)c2C#N)C(=O)CC(C)(C)C3)sc2c1CCCCC2	89
CCCCOC(=O)Cn1c2ccc(OC)cc2c2nc3ccccc3nc21	7
C/C=C/c1ccc(OCC(O)CNC(C)(C)CC(C)(C)C)c(OC)c1 (stereo unspecified)	99
O=C(CSc1cn(CCNC(=O)c2cccs2)c2ccccc12)NCc1ccc(F)cc1	61
Cn1ncc2c1ncn1c(-c3ccc(C(C)(C)C)cc3)nnc21	62
CC(=O)NC1C(OCC2OC3OC4(CCCCC4)OC3C3OC4(CCCCC4)OC23)OC(COC(C)=O)C(OC(C)=O)C1OC(C)=O (stereo unspecified)	58
O=C(Cn1cccc(-c2nc(-c3ccc(Br)cc3)no2)c1=O)NC1CCCC1	108
FC(F)(F)c1ccc(/C=N\N2CCOCC2)c(Cl)c1	55
Cc1ccc(Cl)cc1NC(=O)Cn1cccn1	80
c1ccc(CCc2c[nH]c3ccccc23)nc1	56

(next part)
SMILES	RMI FANCM FP
O=C(c1cccs1)n1ccc(-c2ccc3c(c2)CCO3)n1	67
Cc1ccc(-c2csc(/C(C#N)=C/c3ccccc3I)n2)cc1	60
O=C(NCCCN1CCCC1=O)C(=O)Nc1ccccc1	64
COc1ccc(Oc2c(Cl)cnn(-c3ccc(Cl)cc3)c2=O)cc1	55
COCCCNC(=S)N/N=C\c1cccs1	56
Cc1oc(C(C)(C)C)cc1C(=O)NC1Cc2ccccc2C1	56
COc1cc(C(C)=O)ccc1Oc1ncnc2c1cnn2-c1cc(Cl)ccc1C	57

Some of the compounds tested; the hit share may differ from the screen's.
